Screening data from PubChem.
PTHR1 ag = agonists of human PTHR1 parathyroid hormone receptor; 0.075% of 410,000 active; HEK293 GP2 PTHR1 cells, GloSensor cAMP luminescence, 1 h; Potency, µM (top dose mostly 115 µM), for inactives: top-dose activation, usual class: activators; Q03431; note: potency is the fitted concentration of half-maximal effect; nearly all actives have a fitted effect of over 55% in size; some results filed as inactive show a strong effect at the top dose; inactives centre near -15; many of its hits are not listed in these tables
Target sequence (Q03431 whole entry, looked up): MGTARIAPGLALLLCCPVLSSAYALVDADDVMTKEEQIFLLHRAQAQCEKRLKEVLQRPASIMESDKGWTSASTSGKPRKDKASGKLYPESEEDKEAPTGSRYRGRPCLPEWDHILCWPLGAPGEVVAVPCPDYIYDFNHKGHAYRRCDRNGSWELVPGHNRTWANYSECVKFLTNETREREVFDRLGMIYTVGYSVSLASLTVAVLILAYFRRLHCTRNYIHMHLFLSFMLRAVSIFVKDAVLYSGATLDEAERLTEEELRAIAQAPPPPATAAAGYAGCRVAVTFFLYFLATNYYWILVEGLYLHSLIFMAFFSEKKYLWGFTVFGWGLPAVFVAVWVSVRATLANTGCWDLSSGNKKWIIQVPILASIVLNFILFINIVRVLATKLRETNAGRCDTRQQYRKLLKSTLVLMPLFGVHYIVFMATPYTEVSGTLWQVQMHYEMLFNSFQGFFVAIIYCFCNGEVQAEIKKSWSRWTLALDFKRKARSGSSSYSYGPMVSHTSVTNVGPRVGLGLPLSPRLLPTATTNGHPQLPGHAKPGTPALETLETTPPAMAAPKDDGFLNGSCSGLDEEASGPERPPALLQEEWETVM
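HEK-293-derived GP2 cells expressing PTHR1 and a GloSensor cAMP reporter, 3,000/well, plated overnight, given luciferin plus IBMX (each 0.5 mM as added) for 1 h at 37 °C, then compound for 1 h at 37 °C. Luminescence was read after 15 min at room temperature.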
Akt phos inh = Akt phosphorylation inhibition | 0.32% of 360,000 active | activity change, % for hits at 50 µM | Neuro2A IGF-stimulated pAkt S473 HTRF, 20 min; hits give low values; in the data active = activity change below about -80%; inconclusive = mostly about -51% to -80%; note: % is set by controls: 0 for no effect and ±100 for the full control effect
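Neuro2A cells (4,500/well, DMEM with 0.5% FBS) were treated with compound at a single 50 µM final concentration, stimulated with 6 nM IGF for 20 min at 37 °C, and lysed. Phospho-Akt Ser473 was read by HTRF as 665/615 ratio ×10^4.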
HEK293 tox = cytotoxicity in counter-screen for GLP-1R inverse agonists. HEK293 cAMP-luciferase reporter cells, luminescence, 24 h. Potency, µM (series often up to 38.3 µM), inactives show top-dose activity change, negative = inhibition, actives largely listed as inhibitors. 0.13% of 410,000 active;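 note: loss of luciferase light is scored as toxicity; potency is the fitted concentration of half-maximal effect; % is set by controls: 0 for no effect and ±100 for the full control effect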
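Luminescence readout: signal drop marks cytotoxicity. Plated cells grew 12 h at 37 °C, 5% CO2, received 23 nL compound for 24 h, then got luciferase reagent, read after 12 min at RT.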
TDP43 rescue = TDP-43 toxicity inhibition in yeast; TDP-43 expressing yeast growth rescue, BacTiter-Glo, 24 h; Potency, µM (highest dose often 46.1 µM), for inactives: at the top dose growth rescue (activation), hits mostly activators; 1.8% of 410,000 active; AID 652104; note: potency is the fitted concentration of half-maximal effect; % of control where 0% means no effect; nearly all actives have a fitted effect of over 50% in size
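Galactose-induced TDP-43 yeast, OD600=0.02, compound pinned; 24 hr, 30 deg C; BacTiter-Glo luminescence for growth. Inhibitors of TDP-43 toxicity read as activators.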
Abeta rescue = A-beta toxicity reversal in yeast; yeast expressing A-beta42, growth rescue, OD600, 48 h; response scale: 0% DMSO, 100% iron-clioquinol control; Potency, µM (titrated, usually from 46.1 µM), without a hit: at the highest dose growth rescue, actives largely listed as activators; 0.063% of 410,000 active; AID 1347071; note: potency is the fitted concentration of half-maximal effect; nearly all actives have a fitted effect of over 55% in size
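Yeast A-beta toxicity model in growth medium with pinned compounds, 48 h at 30 C; growth read as absorbance at 600 nm. Normalized to FeCl3/clioquinol equimolar mix (positive) and DMSO (negative).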
FUS suppressor = FUS proteinopathy suppression in yeast. 0.24% of 390,000 active. Potency, µM (top dose mostly 76.6 µM), for the others: at the top dose growth rescue (activation), usual class: activators. S. cerevisiae FUS-expressing, growth rescue, OD600, 24 h. AID 1347120;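 note: potency is the fitted concentration of half-maximal effect; plate controls were DMSO vehicle for no effect and reference control for full effect; nearly all actives have a fitted effect of over 55% in size; some results filed as inactive show a strong effect at the top dose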
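FUS-expressing yeast, raffinose-pregrown, induced in 2% galactose minimal medium at OD 0.005; compounds in a dilution series, 24hr at 30C. Growth restoration read as absorbance at 600 nm. CP55940 positive control, DMSO negative.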
GLP-1R inv ag = GLP-1 receptor (human) inverse agonism. P43220. HEK293 GLP-1R CRE-luciferase, luminescence, 24 h; GLP-1R form is constitutively active. Potency, µM (top dose mostly 38.3 µM), for inactives: at the highest dose activity change, negative = inhibition, actives largely listed as inhibitors. 1.6% of 410,000 active. AID 624417; note: potency is the fitted concentration of half-maximal effect; % is set by controls: 0 for no effect and ±100 for the full control effect; nearly all actives have a fitted effect of over 55% in size
Target sequence (P43220 whole entry, looked up): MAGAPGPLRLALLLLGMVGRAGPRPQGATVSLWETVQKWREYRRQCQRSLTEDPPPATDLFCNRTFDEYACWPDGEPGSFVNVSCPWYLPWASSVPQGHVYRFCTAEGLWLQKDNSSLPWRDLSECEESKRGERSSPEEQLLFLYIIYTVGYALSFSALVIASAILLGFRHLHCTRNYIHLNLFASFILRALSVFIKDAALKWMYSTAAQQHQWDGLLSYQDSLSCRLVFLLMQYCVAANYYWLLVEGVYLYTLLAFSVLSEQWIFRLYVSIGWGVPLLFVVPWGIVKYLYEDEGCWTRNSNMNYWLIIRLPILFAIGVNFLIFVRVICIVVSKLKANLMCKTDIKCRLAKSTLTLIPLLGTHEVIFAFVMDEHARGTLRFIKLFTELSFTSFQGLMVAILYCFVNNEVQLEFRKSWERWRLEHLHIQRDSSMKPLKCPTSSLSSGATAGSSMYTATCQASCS
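GLP-1R inverse agonism mode: basal reporter luminescence in engineered HEK293 cells measured after one day of compound exposure at 37 deg C, with a 12 min room-temperature detection step.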
aSyn yeast inh = alpha-synuclein toxicity inhibition in yeast; Yeast expressing alpha-synuclein, growth rescue, BacTiter-Glo, 24 h; Potency, µM (titrated, usually from 46.1 µM), without a hit: at the highest dose growth rescue (activation), most hits filed as activators; 0.14% of 370,000 active; AID 652106; note: potency is the fitted concentration of half-maximal effect; % of control where 0% means no effect; nearly all actives have a fitted effect of over 65% in size
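Screening used galactose-induced yeast with toxic alpha-synuclein levels, exposed to compound for 24 hr at 30 deg C. Cell growth, read with BacTiter-Glo luminescence, gave the measured signal.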
MmCpn inh = blocks the Methanococcus maripaludis chaperonin Mm-Cpn. purified Mm-Cpn ATPase, ADP Transcreener TR-FRET. Potency, µM (doses to about 76.9 µM), for the others: at the top dose activity, negative = inhibition, most hits filed as inhibitors. 0.031% of 330,000 active. AID 504842; note: potency is the fitted concentration of half-maximal effect; % is set by controls: 0 for no effect and ±100 for the full control effect; nearly all actives have a fitted effect of over 80% in size
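Measured: ADP formation by purified Mm-CPN. Conditions: 25 nM protein, 10 uM ATP, Tris pH 7.4 with Mg2+, K+ and DTT, 37°C for 30 min. Detection: Transcreener HTRF after 30 min at room temperature.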
* marks the source's active call; other numbers are inactive results; i = inactive; ? = inconclusive; nt = no result given; & = joins results of further samples; [ ] = remark or other dose. Unless noted, calls come from the whole dose curve; as a rule, active = well fitted curve in the direction sought with a large enough effect; inconclusive = small, poorly fitted or top-dose-only effect, or another doubt; inactive = no such curve, though single readings can be large; an effect the other way counts as inactive or inconclusive. A portion of the library; the hit share may differ from the screen's.

SMILES	PTHR1 ag	Akt phos inh	HEK293 tox	TDP43 rescue	Abeta rescue	FUS suppressor	GLP-1R inv ag	aSyn yeast inh	MmCpn inh
COc1ccc(/C=C/C(=O)OCC(=O)NCCc2ccccc2)c(OC)c1	i	i	-8.9%	?	9.5%	19.7%	?	5.8%	1.0%
COc1ccc2nc(NC(=O)c3ccc(NS(=O)(=O)c4cccs4)cc3)sc2c1	-5.9%	i	5.6%	-10.9%	-6.7%	11.4%	-6.1%	-1.7%	-16.3%
CC(C)(C(=O)c1ccccc1)/[N+]([O-])=C/c1ccc(Br)cc1	-21.2%	i	-1.9%	5.6%	16.0%	7.0%	-2.9%	0.6%	nt
COc1ccccc1C(=O)NN=C1CCN(Cc2ccccc2)CC1	i	i	3.7%	13.9%	-3.2%	nt	13.9%	-2.3%	-0.3%
CC(=O)c1ccccc1OC(=O)CCN1C(=O)C2C3C=CC(C4CC34)C2C1=O (stereo unspecified)	7.7%	i	0.8%	8.7%	-8.8%	-5.9%	-9.8%	-1.3%	0.4%
CCOC(=O)c1sc(NC(=O)c2nc(SC)ncc2Cl)c(C(=O)OCC)c1C	-20.6%	nt	-1.4%	8.0%	-5.4%	-4.6%	19.1%	nt	nt
CCN(CC)/C(=N\S(=O)(=O)c1ccccc1C)c1ccccc1	-24.4%	i	1.8%	9.2%	-4.9%	0.4%	5.4%	-0.8%	-0.9%
CCO[C@H]1OC(C(=O)NC2CC2)=C[C@@H](c2c[nH]c3ccccc23)[C@@H]1CCCO	-10.7%	i	-2.1%	16.5%	-5.7%	-13.1%	-2.7%	1.0%	-0.5%
CN(C)S(=O)(=O)c1cccc(COC(=O)c2cccnc2Cl)c1	-11.2%	i	-3.8%	3.8%	0.3%	6.7%	26.4%	1.0%	-2.1%
Cn1cc(S(=O)(=O)CC(=O)Nc2ccc3c(c2)OCCO3)c2ccccc21	-16.7%[57.5 µM]	nt	3.0%	-22.1%	16.0%	29.0%	4.7%	6.4%	2.0%
CC(C)CC(=O)NC1(C(F)(F)F)C(=O)Nc2c1c(=O)[nH]c(=O)n2-c1ccccc1 (stereo unspecified)	-21.9%	nt	-6.5%	-7.7%	-15.7%	-20.7%	4.9%	-7.0%	nt
CC(NC(=O)c1cc(F)c(F)cc1Cl)c1ccncc1 (stereo unspecified)	i	i	0.6%	-6.8%	6.3%	27.1%	24.4%	-12.6%	-0.2%
CCCCC(=O)NCCNc1nc2c(c(=O)n(C)c(=O)n2C)n1Cc1ccccc1	i	i	-2.6%	0.0%	1.9%	8.1%	0.0%	1.2%	1.7%
CCOc1cccc(-c2nn3c(-c4cc(C)[nH]n4)nnc3s2)c1	-17.5%	i	-11.9%	15.1%	9.4%	-15.1%	-6.8%	1.7%&13.2%	-15.3%
O=C(COC(=O)CCC(=O)Nc1nccs1)NCc1ccco1	i	i	1.3%	10.7%	6.1%	-2.3%	-43.7%	-0.2%	2.4%
CC1(C)C(=O)N(CC(=O)Nc2ccc(OC(F)(F)F)cc2)c2ccccc21	-46.8%[inhibitor]	nt	-10.7%	19.9%	-4.0%	30.1%	?	nt	nt
CCc1ccccc1NC(=O)C1CCC(CNS(=O)(=O)c2ccc3c(c2)CC(C)N3C(C)=O)CC1 (stereo unspecified)	-24.5%	nt	0.8%	3.8%	-11.7%	1.8%	15.3%	nt	nt
CCOC(=O)c1c(C)oc2nc(C)nc(N3CCN(c4cc(Cl)ccc4C)CC3)c12	i	nt	-12.4%	16.5%	-23.9%	-28.1%	6.9%	nt	nt
O=C(NC(=S)N1CCN(c2ccc([N+](=O)[O-])cc2)CC1)c1ccccc1Cl	-24.3%	i	?	-3.6%[0.397 µM]	15.6%	-0.6%	-9.4%	-0.5%	-4.0%
COc1cc(CN2CCN(c3cccc(C)c3C)CC2)cc(OC)c1O	i	i	-26.6%	-19.4%	-5.6%	12.9%	-1.3%	-1.4%	2.5%
CCS(=O)(=O)c1ccc2oc(Nc3ccccc3C)nc2c1	-23.7%[57.5 µM]	i	-10.1%	-6.3%	-8.5%	-10.2%	-28.1%	-19.2%	2.1%
COc1ccc(NC(=O)Cc2coc3cc(C)c(C(C)C)cc23)cc1S(=O)(=O)N1CCOCC1	-37.1%[inhibitor]	i	?	15.9%	13.7%	?	?	8.7%	-0.4%
Cc1c(Cl)cccc1NC(=O)C(=O)NCC(c1cccnc1)N1CCN(c2ccccc2)CC1 (stereo unspecified)	-17.0%	nt	7.6%	2.6%	-0.8%	-20.7%	8.5%	nt	nt
CC(=O)Nc1ccc(S(=O)(=O)NC2CC3CCC2C3)cc1 (stereo unspecified)	11.4%	i	1.5%	2.2%	-1.1%	-4.9%	3.9%	-2.7%	1.1%
C=CCc1cccc(/C=N/NC(=O)CCC(=O)Nc2ccc(C)cc2)c1O	i	i	-13.2%	15.3%	7.5%	-14.2%	?	-7.2%	0.5%
COc1cccc(OCc2cc(C3Nc4ccccc4C(=O)N3Cc3ccco3)ccc2OC)c1 (stereo unspecified)	i	i	-4.4%	-26.5%	8.6%	nt	0.0%	5.9%	-16.5%
Cc1nc(NC(=O)c2ccco2)sc1C(=O)Nc1ccc(Br)cc1	-90.0%[inhibitor]	i	-4.2%	-5.1%	12.6%	15.9%	-0.9%	-2.7%	-6.6%
CCOC(=O)c1c(C)[nH]c(C)c1C(=O)COc1ccc(NC(=O)c2ccco2)cc1	-5.2%	i	-11.3%	3.5%	6.5%	15.8%	12.6%	-0.1%	0.6%
Cc1ccc(Oc2c(F)c(F)nc(N3CCCC3)c2F)cc1	i	i	2.3%	6.7%	-2.4%	nt	-4.1%	-7.3%	-0.1%
COCCOC1CCN(C(=O)C2CCC(=O)N(CCc3cccc(F)c3)C2)CC1 (stereo unspecified)	i	i	-1.4%	5.2%	6.1%	-32.1%	-17.0%	-7.3%	-1.2%
O=C(Nc1cc(N2CCCCC2)ncn1)c1ccccc1	-6.4%	i	6.0%	-15.0%	-24.3%	12.5%	-28.3%	-6.9%	-3.5%
C[C@@]12C(C[C@H](O)[C@@]34C[C@@H](CCC13)[C@@H](CO)C4=O)[C@](C)(C(=O)O)CC[C@@H]2O (stereo partly specified)	i	i	2.9%	16.4%	-23.5%	-13.5%	29.7%	-3.5%	nt
O=C(NCC1CCCO1)c1ccccn1 (stereo unspecified)	i	i	4.1%	-10.9%	-9.5%	-18.9%	6.5%	-9.6%	-1.9%
O=C(NC1CCCC1)C1CCCN(S(=O)(=O)c2ccc(-n3cnnn3)cc2)C1 (stereo unspecified)	-15.9%	i	0.3%	0.1%	-1.6%	-2.1%	8.8%	2.5%	0.6%
O=C(c1ccc([N+](=O)[O-])cc1)N1CCc2ccccc2C1	i	i	-8.2%	-14.7%[0.397 µM]	-4.8%	3.1%	24.8%	0.6%	0.9%
NC(=O)C1CCCN(S(=O)(=O)c2ccc3ccccc3c2)C1 (stereo unspecified)	i	i	6.4%	-2.7%	-11.8%	0.4%	8.1%	-0.3%	0.7%
COc1ccc(/C(O)=C2\C(=O)C(=O)N(Cc3ccco3)C2c2ccc(OC)cc2OC)cc1 (stereo unspecified)	-42.7%[inhibitor]	i	12.3%	-22.8%	-38.9%[inhibitor]	?	-4.4%	-4.5%	-2.7%
COc1ccc(OCC(=O)N2CCc3ccccc32)c([N+](=O)[O-])c1	i	i	4.3%	22.7%	5.7%	-37.7%	-17.1%	4.5%	nt
COC(=O)c1scc(-c2ccc(C)cc2)c1S(=O)(=O)N1CCN(c2ccccc2F)CC1	-95.5%[inhibitor]	nt	-7.4%	29.2%	-8.4%	?	-20.2%	nt	nt
O=C(CN1CCN(S(=O)(=O)c2ccc(F)cc2)CC1)Nc1ccc(F)cc1F	i	i	-6.3%	19.4%	nt	6.8%	-14.7%	3.6%	-1.3%
CCOC(=O)c1c(C)oc2nc(C)nc(NCCc3ccc(OC)c(OC)c3)c12	i	nt	3.0%	?	-22.1%	-4.7%	25.8%	nt	nt
Cc1c(Cl)cccc1NS(=O)(=O)c1c(C(=O)N2CCOCC2)c(C)n(C)c1C	-9.5%	i	-8.3%	-9.6%	1.9%	-1.2%	-7.7%	0.0%	2.7%
Cc1ccn(CCC(=O)Nc2ccc3c(c2)OCO3)n1	-5.9%	i	0.2%	29.5%	1.1%	-27.3%	15.8%	1.0%	0.5%
COc1ccc(-c2nn3c(-c4ccccc4)nnc3s2)cc1	-25.2%	i	-8.5%	14.1µM*	-17.5%	?	0.0%	0.7%	-4.4%
O=S(=O)(NCCN1CCOCC1)c1cc(Cl)ccc1Cl	i	i	4.7%	-18.7%[1.82 µM]	-0.8%	-11.8%	23.9%	7.0%	-0.1%
Cc1ccccc1NC(=O)Cn1c(=O)oc2cc(Br)ccc21	-64.7%[inhibitor]	nt	-5.9%	1.8%	-7.4%	20.5%	-23.8%	nt	nt
COc1ccc(NC(=O)Nc2ccccc2OC)cc1	-44.5%[inhibitor][57.5 µM]	i	-19.1%	-11.4%	8.4%	-1.7%	22.2%	-15.0%	0.0%

Reformatted: results already given.
| smiles | PTHR1 ag | Akt phos inh | HEK293 tox | TDP43 rescue | Abeta rescue | FUS suppressor | GLP-1R inv ag | aSyn yeast inh | MmCpn inh |
| --- | --- | --- | --- | --- | --- | --- | --- | --- | --- |
| CCN(CC)/C(=N\S(=O)(=O)c1ccccc1C)c1ccccc1 | -24.4% | i | 1.8% | 9.2% | -4.9% | 0.4% | 5.4% | -0.8% | -0.9% |
| COc1ccc(NC(=O)Cc2coc3cc(C)c(C(C)C)cc23)cc1S(=O)(=O)N1CCOCC1 | -37.1%[inhibitor] | i | ? | 15.9% | 13.7% | ? | ? | 8.7% | -0.4% |
